IL-1B inflam inh – qHTS for Inhibitors of Inflammasome Signaling: IL-1-beta AlphaLISA Primary Screen | activity change, % at 57.5 µM | THP-1 LPS/ATP IL-1B secretion, AlphaLISA, 16 h; stronger effect = lower value | 4.7% of 360,000 active; in the data active = activity change below about -50%; inconclusive = mostly about -30% to -49%; note: % is set by controls: 0 for no effect and ±100 for the full control effect
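Secreted IL-1B measured by AlphaLISA bead assay after 16 h compound exposure of THP-1 cells; compounds (final up to 57.5 uM) added 1 h before LPS (250 ng/mL) and ATP (1.25 mM) stimulation; lower signal means less secretion.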
SW480 rerep – A quantitative high throughput screen for small molecules that induce DNA re-replication in SW480 colon adenocarcinoma cells; Potency, µM (doses to about 46.1 µM), for inactives: at the top dose re-replication activation, most hits filed as activators; SW480 DNA re-replication, Hoechst DNA content imaging, 48 h; 1.8% of 340,000 active; note: potency is the fitted concentration of half-maximal effect; % of control where 0% means no effect; nearly all actives have a fitted effect of over 55% in size
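Treated cells incubate 48 hr (37 C, 5% CO2), are stained 40 min with Hoechst, and nuclear fluorescence is enumerated; a rise in nuclei with high DNA signal marks re-replication.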
KB-V1 cytotox – qHTS assay for MDR1-selective chemotherapeutics: Primary screen using the drug-selected MDR subline cells KB-V1; Potency, µM (highest dose often 46.1 µM), for the others: top-dose activity change, negative = cytotoxicity, hits mostly cytotoxic; KB-V1 MDR cells viability, CellTiter-Glo, 72 h; AID 1347076, 2019; 3.4% of 400,000 active; note: potency is the fitted concentration of half-maximal effect; % is set by controls: 0 for no effect and ±100 for the full control effect; nearly all actives have a fitted effect of over 60% in size
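Cytotoxicity via CellTiter-Glo luminescence after 72 h compound exposure at 37 degrees C. Cells: drug-selected KB-V1 line, DMEM phenol-red free plus 10% FBS. Compounds tested at multiple concentrations; normalized data fitted to concentration-effect curves.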
ATXN2 expr inh – Primary qHTS for Inhibitors of ATXN expression. 0.72% of 360,000 active. HEK-293 ATXN2-luciferase reporter, luminescence, 24 h. AID 1745845, 2022. Potency, µM (series often up to 57 µM), without a hit: at the top dose activity change, negative = inhibition, most hits filed as inhibitors; note: potency is the fitted concentration of half-maximal effect; % is set by controls: 0 for no effect and ±100 for the full control effect; nearly all actives have a fitted effect of over 55% in size
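ATXN2-luciferase reporter cells (luciferase flanked by upstream and downstream ATXN2 gene portions) were treated 24 h at 37 °C with compounds at up to 57 uM. SteadyGlo luminescence gave expression; GF-AFC fluorescence gave viability.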
HT1080NT lethal – qHTS for induction of synthetic lethality in tumor cells producing 2HG: qHTS for the HT-1080-NT fibrosarcoma cell line; HT-1080-NT fibrosarcoma viability, CellTiter-Glo ATP luminescence, 48 h; 1.6% of 360,000 active; Potency, µM (highest dose often 46.1 µM), for the others: top-dose activity, negative = less viability, hits mostly cytotoxic;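 note: NT is the 2HG producing partner of a matched IDH1 knockdown line; potency is the fitted concentration of half-maximal effect; 0% = DMSO-treated cells and -100% = media-only wells without cells; nearly all actives have a fitted effect of over 55% in size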
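Viability of the 2HG-overproducing fibrosarcoma line after 48 hours of compound exposure at 37 degrees C was determined by luminescence with CellTiter-Glo, and concentration-effect curves were then fitted and categorized.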
HT1080 IDH1KD tx – qHTS for induction of synthetic lethality in tumor cells producing 2HG: qHTS for the HT-1080-IDH1KD cell line | HT-1080 IDH1 knockdown viability, ATP luminescence, 48 h | Potency, µM (doses to about 46.1 µM), for the others: top-dose activity, negative = toxicity, hits mostly cytotoxic | 2% of 360,000 active | AID 686971, 2013;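 note: potency is the fitted concentration of half-maximal effect; 0% = DMSO wells and -100% = cell-free medium wells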
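% activity derives from luminescence (CellTiter-Glo), normalised to DMSO and no-cell wells. HT-1080-IDH1KD cells, 750/well, had 48 h compound exposure at 37 °C.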
WRN helicase inh – qHTS for Inhibitors of WRN Helicase. 0.46% of 360,000 active. Potency, µM (highest dose often 114 µM), for inactives: top-dose activity change, negative = inhibition, actives largely listed as inhibitors. WRN helicase unwinding, fluorescent forked duplex, kinetic. AID 651768, 2012. Bifunctional 3'-5' exonuclease/ATP-dependent helicase WRN (Homo sapiens), Q14191; note: potency is the fitted concentration of half-maximal effect; % is set by controls: 0 for no effect and ±100 for the full control effect; nearly all actives have a fitted effect of over 55% in size
Target sequence (Q14191 whole entry, looked up): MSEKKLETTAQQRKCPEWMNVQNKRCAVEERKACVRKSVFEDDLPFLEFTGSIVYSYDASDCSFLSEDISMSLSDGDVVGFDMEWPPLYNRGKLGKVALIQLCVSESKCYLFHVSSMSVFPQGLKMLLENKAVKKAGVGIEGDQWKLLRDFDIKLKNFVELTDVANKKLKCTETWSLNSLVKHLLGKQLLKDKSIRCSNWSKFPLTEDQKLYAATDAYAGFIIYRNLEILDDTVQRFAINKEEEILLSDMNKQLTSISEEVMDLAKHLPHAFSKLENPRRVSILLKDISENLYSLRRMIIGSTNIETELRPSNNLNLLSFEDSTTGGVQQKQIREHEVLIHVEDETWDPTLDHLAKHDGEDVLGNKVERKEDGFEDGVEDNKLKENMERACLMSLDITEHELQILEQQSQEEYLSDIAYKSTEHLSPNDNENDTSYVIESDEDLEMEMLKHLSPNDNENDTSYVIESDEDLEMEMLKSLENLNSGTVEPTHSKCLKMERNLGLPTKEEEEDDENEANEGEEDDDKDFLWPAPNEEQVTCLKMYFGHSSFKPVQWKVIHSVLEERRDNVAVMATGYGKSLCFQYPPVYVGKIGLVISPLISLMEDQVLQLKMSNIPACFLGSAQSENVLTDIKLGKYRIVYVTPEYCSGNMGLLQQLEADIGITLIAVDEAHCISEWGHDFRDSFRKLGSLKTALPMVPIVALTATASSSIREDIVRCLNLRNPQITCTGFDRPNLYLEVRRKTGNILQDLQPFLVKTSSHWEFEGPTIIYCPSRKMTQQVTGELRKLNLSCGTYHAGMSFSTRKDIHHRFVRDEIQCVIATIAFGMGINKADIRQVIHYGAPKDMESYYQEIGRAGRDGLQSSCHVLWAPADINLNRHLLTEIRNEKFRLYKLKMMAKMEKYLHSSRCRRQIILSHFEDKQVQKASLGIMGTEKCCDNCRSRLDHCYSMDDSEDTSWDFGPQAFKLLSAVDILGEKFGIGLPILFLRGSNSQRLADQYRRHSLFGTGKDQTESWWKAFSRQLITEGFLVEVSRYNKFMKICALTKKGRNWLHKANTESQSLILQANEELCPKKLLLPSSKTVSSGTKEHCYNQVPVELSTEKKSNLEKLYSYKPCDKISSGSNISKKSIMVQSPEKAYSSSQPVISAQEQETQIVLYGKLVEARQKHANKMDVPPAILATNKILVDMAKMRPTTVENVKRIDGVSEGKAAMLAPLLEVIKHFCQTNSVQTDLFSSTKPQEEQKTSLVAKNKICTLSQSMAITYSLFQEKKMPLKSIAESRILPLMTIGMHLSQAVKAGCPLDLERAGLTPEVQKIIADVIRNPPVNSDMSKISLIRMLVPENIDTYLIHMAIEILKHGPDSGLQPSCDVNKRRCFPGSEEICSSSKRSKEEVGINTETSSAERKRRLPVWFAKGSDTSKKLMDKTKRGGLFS
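WRN at 20 nM final was preincubated with compound for 15 min at room temperature; reaction started with 100 nM forked duplex oligonucleotide carrying fluorophore and quencher plus 2 mM ATP (final). Unwinding followed kinetically by red fluorescence (ex 525/em 598 nm).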
MCF10A rerep – A quantitative high throughput screen for small molecules that induce DNA re-replication in MCF 10a normal breast cells; MCF 10A DNA re-replication, Hoechst nuclear intensity, 48 h; Potency, µM (series often up to 46.1 µM), without a hit: at the highest dose activity, positive = re-replication, usual class: activators; AID 624296, 2012; 2.9% of 350,000 active; note: potency is the fitted concentration of half-maximal effect; % of control where 0% means no effect; nearly all actives have a fitted effect of over 50% in size
KB-3-1 cytotox – qHTS assay for MDR1-selective chemotherapeutics: Primary screen using the parental adenocarcinoma cell KB-3-1. KB-3-1 viability, CellTiter-Glo ATP luminescence, 72 h. Potency, µM (doses to about 46.1 µM), for the others: top-dose activity change, negative = cytotoxic, actives largely listed as cytotoxic. 1.4% of 400,000 active. AID 1347075, 2019; note: potency is the fitted concentration of half-maximal effect; % is set by controls: 0 for no effect and ±100 for the full control effect; nearly all actives have a fitted effect of over 60% in size
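KB-3-1 parental drug-naive adenocarcinoma cells in DMEM/10% FBS, incubated 72 h at 37 C with pin-transferred compounds across a concentration series. Viability by CellTiter-Glo luminescence; concentration-response curves fitted after normalization.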
Starred values were filed as active, the others as inactive; u = inconclusive; x = not tested or not shown; [ ] = another dose, or the depositor's remark. Unless noted, calls come from the whole dose curve; as a rule, active = well fitted curve in the direction sought with a large enough effect; inconclusive = small, poorly fitted or top-dose-only effect, or another doubt; inactive = no such curve, though single readings can be large; an effect the other way counts as inactive or inconclusive.

no.	structure	IL-1B inflam inh	SW480 rerep	KB-V1 cytotox	ATXN2 expr inh	HT1080NT lethal
1	Cc1c(NC(=O)Nc2ccccc2Cl)c(=O)n(-c2ccccc2)n1C	-14	6%	6%	-3%	-7%
2	COC(=O)/C(=N/Nc1ccccc1C)Sc1nnc(C(O)c2ccccc2)n1-c1ccccc1 (stereo unspecified)	43	8%	-7%	-4%[11.3 µM]	2%
3	COc1ccc(-n2c(CNC(=O)c3cc(OC)c(OC)c(OC)c3)n[nH]c2=S)cc1	10	-5%	0%	0%	-16%
4	CCC(=O)N1CCC1(C)C(=O)Nc1cccc(OC)c1OC (stereo unspecified)	-4	x	1%	2%	24%
5	O=C(/C=C/[C@H]1O[C@@H](n2ccc(=O)[nH]c2=O)[C@H](O)[C@@H]1O)N1CCN(Cc2ccc(F)cc2)CC1	26	x	11%	8%	7%
6	CNC(=S)N/N=C1\C(=O)c2cccc3cccc1c23	-98*	u	u	-9%	u
7	COc1ccc(OC)c(CNC(=O)CCn2nc(C)c3c(C)n(-c4ccccc4)nc3c2=O)c1	9	-24%	5%	-10%	1%
8	CN(C)CCCN1C(=O)C(O)=C(C(=O)c2cc3ccccc3o2)C1c1ccccc1 (stereo unspecified)	24	-4%	31%	-14%	9%

no.	HT1080 IDH1KD tx	WRN helicase inh	MCF10A rerep	KB-3-1 cytotox
1	3%	0%	-13%	-4%
2	-3%	-5%[57.1 µM]	5%	15%
3	-21%	-1%	1%	0%
4	13%	4%	x	0%
5	6%	0%	x	0%
6	u	-25%[57.1 µM]	10µM*	u
7	10%	-3%	-3%	-24%
8	10%	4%	3%	10%

Shown with two lines to a compound: entries from further up.
Values run as follows: IL-1B inflam inh | SW480 rerep | KB-V1 cytotox | ATXN2 expr inh | HT1080NT lethal | HT1080 IDH1KD tx | WRN helicase inh | MCF10A rerep | KB-3-1 cytotox
7. COc1ccc(OC)c(CNC(=O)CCn2nc(C)c3c(C)n(-c4ccccc4)nc3c2=O)c1
→ 9 | -24% | 5% | -10% | 1% | 10% | -3% | -3% | -24%
1. Cc1c(NC(=O)Nc2ccccc2Cl)c(=O)n(-c2ccccc2)n1C
→ -14 | 6% | 6% | -3% | -7% | 3% | 0% | -13% | -4%
4. CCC(=O)N1CCC1(C)C(=O)Nc1cccc(OC)c1OC (stereo unspecified)
→ -4 | x | 1% | 2% | 24% | 13% | 4% | x | 0%
2. COC(=O)/C(=N/Nc1ccccc1C)Sc1nnc(C(O)c2ccccc2)n1-c1ccccc1 (stereo unspecified)
→ 43 | 8% | -7% | -4%[11.3 µM] | 2% | -3% | -5%[57.1 µM] | 5% | 15%

Other entries follow.
no.	structure	IL-1B inflam inh	SW480 rerep	KB-V1 cytotox	ATXN2 expr inh	HT1080NT lethal
9	CC(Sc1ccc(Cl)cc1)C(=O)NCc1cccnc1 (stereo unspecified)	15	1%	-16%	4%	20%
10	O=S(=O)(NCCSc1ccccn1)c1ccc(Br)cc1	-14	-5%	14%	-17%[11.3 µM]	-1%
11	CC(C)OC(=O)c1cc(NC(=O)C2C3C=CC(O3)C2C(=O)O)cc(C(=O)OC(C)C)c1 (stereo unspecified)	-20	27%	-3%	3%	0%
12	CC1(C)CCCC2=C1CC1C(=O)N(O)C(=O)C1C2 (stereo unspecified)	-14	-7%	9%	-5%	4%
13	CCOc1ccc(NS(=O)(=O)c2cnc(Cl)c(Cl)c2)cc1	-99*	u	u	11%	u
14	CC(Sc1nnc(-c2cccs2)n1-c1ccccc1)C(=O)NCc1ccco1 (stereo unspecified)	0	-6%	u	0%	0%
15	CNC(=O)C[C@H]1C(=O)N(c2ccc(OC)cc2)C[C@@H]1CSC	-1	x	4%	1%	11%
16	CC(CC(=O)Nc1ccncc1)c1ccccc1 (stereo unspecified)	-1	-4%	0%	5%	-1%

no.	HT1080 IDH1KD tx	WRN helicase inh	MCF10A rerep	KB-3-1 cytotox
9	17%	4%	2%	-1%
10	11%	-27%	-16%	-1%
11	-12%	10%[57.1 µM]	-3%	0%
12	-12%	-4%	7%	-1%
13	u	-9%	4.1µM*	u
14	2%	-4%[57.1 µM]	-18%	2%
15	18%	8%	x	5%
16	9%	8%	12%	-11%

Other compounds follow.
no.	structure	IL-1B inflam inh	SW480 rerep	KB-V1 cytotox	ATXN2 expr inh	HT1080NT lethal
17	NC(=O)Nc1ccc(C(=O)OCC(=O)Nc2ccc(Cl)cn2)cc1	34	3%	0%	2%	0%
18	O=C(NCc1ccccn1)c1cccc(S(=O)(=O)N2CCCCC2)c1	-6	-12%	-28%	1%	12%
19	CCCN(CCC)c1nc2ccccc2nc1C(C#N)C(=O)OCCOC (stereo unspecified)	-62*	12%	-1%	-11%	-1%
20	Cc1cccc(NC(=O)C2NC(=O)CC2c2ccccc2)c1C (stereo unspecified)	-6	-1%	1%	-14%	17%
21	Cc1nc2oc3ccc(F)cc3c(=O)c2cc1C(=O)O	20	19%	-12%	-3%	-4%
22	CCOc1ccc(C(=O)NCC(=O)NCC(c2ccco2)N2CCCCC2)cc1 (stereo unspecified)	1	3%	u	8%	6%
23	Oc1ccc(NC(=S)Nc2ccc(O)cc2)cc1	-4	-9%	29%	-3%[11.3 µM]	18%
24	COc1cc(NC(=O)CSc2nnnn2Cc2ccc3c(c2)OCO3)cc(OC)c1	-4	0%	-18%	-14%	-20%

no.	HT1080 IDH1KD tx	WRN helicase inh	MCF10A rerep	KB-3-1 cytotox
17	-13%	0%	2%	9%
18	1%	-5%	1%	-11%
19	0%	-9%	u	-1%
20	13%	1%	-3%	-1%
21	-11%	3%	1%	-13%
22	4%	-3%	0%	2%
23	-1%	3%	0%	1%
24	5%	5%	2%	-3%

Screen by screen, from the results shown:
ATXN2 expr inh, compounds 17–24, in order: 2%, 1%, -11%, -14%, -3%, 8%, -3%[11.3 µM], -14%
HT1080 IDH1KD tx, compounds 17–24, in order: -13%, 1%, 0%, 13%, -11%, 4%, -1%, 5%

Following part:
no.	structure	IL-1B inflam inh	SW480 rerep	KB-V1 cytotox	ATXN2 expr inh	HT1080NT lethal
25	CCN(CC)S(=O)(=O)c1ccc(C(=O)NC2=NCCS2)cc1	13	2%	-21%	0%	-2%
26	O=C(C1CCN(S(=O)(=O)N2CCCCC2)CC1)N1CCCCC1	15	-364%[inhibitor]	-17%	4%	6%
27	COc1ccc(Cl)cc1NC(=O)CN(C)C(=O)C1CC(=O)N(Cc2ccc(C)cc2)C1 (stereo unspecified)	-13	-1%	-4%	-19%	-7%
28	COc1ccc(NC2CCCN(C(=O)CCC3=NNC(=O)CC3)C2)cc1 (stereo unspecified)	12	-6%	2%	10%	6%
29	CCc1cc2c3c(c(=O)oc2cc1OC(C)C(=O)O)CCCC3 (stereo unspecified)	0	-71%[inhibitor]	-23%	119%[activator]	-27%
30	COc1ccc(CCN2CC(C(=O)NCCc3ccccc3)CC2=O)cc1OC (stereo unspecified)	7	-1%	1%	x	-2%
31	CCn1c(SCC(=O)Nc2ccc(NC(C)=O)cc2)nnc1C1CC1	-4	-1%	13%	3%	10%
32	CCOc1cc(-c2noc(CCC(=O)N3CCOCC3)n2)ccc1OC	-22	-7%	-22%	23%	11%

no.	HT1080 IDH1KD tx	WRN helicase inh	MCF10A rerep	KB-3-1 cytotox
25	-14%	5%	21%	0%
26	-5%	-18%[57.1 µM]	-1%	0%
27	-12%	8%	17%	9%
28	10%	1%	1%	-4%
29	-1%	-4%	u	-14%
30	-1%	-7%	-5%	0%
31	2%	-4%	0%	-3%
32	10%	7%	13%	-1%

(continued)
no.	structure	IL-1B inflam inh	SW480 rerep	KB-V1 cytotox	ATXN2 expr inh	HT1080NT lethal
33	O=C(COC(=O)c1ccc(Sc2ccccc2)c([N+](=O)[O-])c1)NC1CCS(=O)(=O)C1 (stereo unspecified)	25	-2%	-12%	6%	3%
34	CNC(=O)c1ccccc1NC(=O)c1c(O)c2c([nH]c1=O)CCCC2	63	3%	2%	14%	-1%
35	COc1ccc(N2CCN(S(=O)(=O)CCNC(=O)c3cc(=O)c4ccccc4o3)CC2)cc1	7	-25%	-10%	-10%	-4%
36	Cc1ccc2nc(C(Cl)(Cl)Cl)nc(N/N=C/c3ccc([N+](=O)[O-])cc3)c2c1	23	-6%	-27%	18%	0%
37	COc1ccc(CNC(=O)CCCNS(=O)(=O)c2cccc3nonc23)cc1	21	-4%	13%	1%	7%
38	O=Cc1ccc(Sc2nnc(-c3ccccc3)o2)c([N+](=O)[O-])c1	-25	u	u	2%	u
39	Cc1c[nH]c(=O)c([N+](=O)[O-])c1	4	-2%	-11%	x	0%
40	CCOC(=O)c1nn(-c2ccc(C)cc2)c2nc(Nc3ccccc3)cc(=O)n12	0	-5%	24%	0%	-8%
41	O=C(CCNC(=O)Cn1ccc2ccccc2c1=O)NCCCN1CCN(c2ccc(F)cc2)CC1	-1	-4%[9.22 µM]	3%	0%	14%
42	C/C(N)=C(/C#N)C(=O)CN1C(=O)NC(Cc2c[nH]c3ccccc23)C1=O (stereo unspecified)	27	-10%	18%	15%	0%

no.	HT1080 IDH1KD tx	WRN helicase inh	MCF10A rerep	KB-3-1 cytotox
33	-1%	1%	-7%	14%
34	0%	9%	-5%	16%
35	4%	7%	2%	12%
36	23%	1%	-8%	-2%
37	6%	2%	0%	15%
38	-24%	u	2.9µM*	u
39	-1%	-1%	-4%	0%
40	4%	0%	-2%	12%
41	-1%	8%	-3%	-4%
42	2%	-31%	-8%	-6%
